# Screening data from PubChem BioAssay.
# hcGAS lum = Primary biochemical luminescence assay for human cyclic GMP-AMP synthase inhibitors; Q8N884; recombinant h-cGAS, ATP depletion, Kinase-Glo luminescence; 290,000 compounds, 0.081% hits; inhibition, % at 12.5 µM;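 note: 0% = vehicle reaction and 100% = reaction without DNA for no activity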
# Target sequence (Q8N884 whole entry, looked up): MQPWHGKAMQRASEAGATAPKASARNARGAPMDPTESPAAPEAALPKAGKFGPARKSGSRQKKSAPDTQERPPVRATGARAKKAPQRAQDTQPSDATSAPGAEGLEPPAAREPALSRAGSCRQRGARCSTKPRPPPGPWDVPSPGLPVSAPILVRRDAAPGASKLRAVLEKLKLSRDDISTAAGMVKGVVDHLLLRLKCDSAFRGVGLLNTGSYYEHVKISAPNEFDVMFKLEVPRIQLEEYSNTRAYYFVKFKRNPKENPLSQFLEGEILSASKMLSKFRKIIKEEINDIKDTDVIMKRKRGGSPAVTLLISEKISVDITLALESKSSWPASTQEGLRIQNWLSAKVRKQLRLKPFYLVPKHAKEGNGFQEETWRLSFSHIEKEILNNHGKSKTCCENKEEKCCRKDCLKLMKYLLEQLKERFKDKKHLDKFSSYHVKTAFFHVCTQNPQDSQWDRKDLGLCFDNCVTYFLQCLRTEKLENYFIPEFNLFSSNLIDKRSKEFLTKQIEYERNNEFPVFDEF
# NPYLR7 agonist = agonists of mosquito NPYLR7 receptor, primary screen, cell-based, Aedes aegypti, calcium fluorescence, mosquito biting behavior; activation, % at 10 µM; AID 1259423, 2018; Aedes aegypti neuropeptide Y-like receptor 7 (NPYLR7); HEK293T NPYLR7/Galpha15, GCaMP6s calcium fluorescence; 270,000 compounds, 0.15% hits; in the data active = activation above about 40%;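 note: 0% = vehicle and 100% = reference agonist at the receptor; some compounds past the cut are filed as inactive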
# mcGAS inh = cyclic GMP-AMP synthase inhibitors, mouse, primary biochemical chemiluminescence; Q8C6L5; recombinant cGAS, Kinase-Glo ATP depletion luminescence; inhibition, % at 12.5 µM; 160,000 compounds, 0.15% hits;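 note: 0% = negative control wells and 100% = reference inhibitor with no enzyme activity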
# An asterisk follows results filed as active; · = not tested or not shown; & = joins results of further samples. Cut-off read from the data, not from the text of the source, unless noted: active = inhibition above about 40%; inactive = the rest.
SMILES,hcGAS lum,NPYLR7 agonist,mcGAS inh
Cc1cc(C(=O)OCCN=C2NS(=O)(=O)c3ccccc32)ccc1[N+](=O)[O-],-2,4,-7
CC12OC3(CCCCC3)C(C)(OC13CCCCC3)O2,2,-1,-2
O=C1CN(c2nc(-c3ccccc3)c3cc(Br)ccc3n2)c2ccccc2N1,0,1,0
C=CCn1c(C2CC(=O)N(c3ccccc3OCC)C2)nc2ccccc21 (configuration not stated),-5,1,-2
COc1ccc(/C=C/C(=O)NC(C)c2cnn(-c3ccccc3C)c2C)cc1OC (configuration not stated),-8&-10,-3&2,-10
O=C(Cc1cccs1)N1CCCN(C(=O)CN2CCc3sccc3C2c2ccc(Cl)cc2)CC1 (configuration not stated),-4,13,-6
Cc1c(C)n2c3c(=O)[nH]c(=O)n(C)c3nc2n1-c1ccc(C(F)(F)F)cc1,-4,0,-7
OC1(c2ccccc2)CC(=NC2=NN(c3ccccc3)CC2)C=C1c1ccccc1 (configuration not stated),-4,6,·
CNC(=O)c1cc(S(=O)(=O)Nc2cc(C)ccc2O)cs1,1,2,-1
Cc1cc(NC(=O)C(C)Sc2ccc3ccccc3c2)on1 (configuration not stated),-4,4,·
O=C(c1ccc(-c2cc(Cl)ccc2Cl)o1)N1CCOCC1,-5,0,-7
CC(C)(C)c1cc(=O)n(-c2ccc([N+](=O)[O-])cc2)[nH]1,-3,15,·
CNC(=O)C1CCN(S(=O)(=O)c2ccc3c(c2)OCCO3)CC1,1,0,-2
CC(=O)c1sc(C(C)(C)C)cc1NC(=O)c1c(O)c2ccccc2[nH]c1=O,-8,7,-7
COC(=O)c1ccc(CSc2nc3c(c(=O)n2-c2ccccc2)SCC3)o1,-10,-2,·
COc1ccc(C(=S)N2CCCCC2)cc1,2,-1,·
COc1ccc(C2SC(C)C(=O)N2CCO)cc1 (configuration not stated),-5,1,-6
Cc1ccc2nc(-c3ccc(NS(C)(=O)=O)cc3)sc2c1,-6,0,·
O=C(COc1ccccc1-c1nc2ccccc2o1)Nc1ccc(F)cc1,-6,29,-6
O=c1c2cc(-c3cccs3)nn2ccn1Cc1nc(-c2ccccc2Cl)no1,-3,-2,-6
COc1cc2c(cc1OC)CN(S(=O)(=O)c1ccc(OC)c(N3CCN(S(=O)(=O)c4ccc(F)cc4F)CC3)c1)CC2,-3,19,-5
Cc1[nH]nc2nc(C(F)(F)F)cc(C(F)(F)F)c12,-4&6,-1&-1,-3
CCCCCn1c(CN2CC(C)CC(C)C2)nc2c1c(=O)n(C)c(=O)n2C (configuration not stated),-5,4,-6
COc1cc(C=Nn2c(-c3ccc(Cl)cc3)n[nH]c2=S)cc(OC)c1OC,-5,-6,·
CC(NC(=O)c1ccco1)c1nc2ccccc2n1CCCCOc1ccccc1 (configuration not stated),-7,-10,·
# (next part)
SMILES,hcGAS lum,NPYLR7 agonist,mcGAS inh
COC(=O)c1ccc2c(c1)C(=O)/C(=C/c1ccc(N(C)C)cc1)O2,7,1,·
Cc1nn(-c2ccccc2)c2sc(-c3n[nH]c(=S)o3)cc12,36,5,·
CC(=O)Nc1ccc(C(=O)N(Cc2ccccc2)C(C(=O)Nc2ccc(C)cc2)c2ccccn2)cc1 (configuration not stated),2,2,·
CC(C(=O)Nc1cccc(S(=O)(=O)N(C)C)c1)N(C)Cc1ccco1 (configuration not stated),-2,-2,·
CC(C)CN1CCC(CNC(=O)c2ccc(N3CCCOCC3)nc2)C1 (configuration not stated),-6,5,·
O=C(CCCc1cccs1)N1CCCC(CNS(=O)(=O)c2cccs2)C1 (configuration not stated),-5,21,·
COc1cccc(C(NC(C)=O)c2nc(-c3cccc(C(=O)O)c3)cs2)c1 (configuration not stated),-10,5,·
CNC(=O)NC(=O)CCN(C)C1CCCCC1,1,0,·
O=C(c1ccc(Cl)nc1)N1CCN(C(c2ccccc2)c2ccc(Br)cc2)CC1 (configuration not stated),-7,-4,-7
Nc1nc(=S)n2c(n1)oc1ccccc12,1,5,·
N#CCCN1C[C@H]2COc3ccccc3[C@H]2N(C(=O)C2CC2)CCC1=O,-4,28,-5
COCc1nc(C)nc(N2CCN(C(=O)N(C)C)CC2)c1Cc1cccc(Cl)c1,-5,9,-4
CCOC(=O)CCCC(=O)N1CCN(c2ncccc2NC(=O)c2ccc3c(c2)OCO3)CC1,-7,28,-6
NC(=O)c1cn(Cc2ccccc2Cl)c(C2CC2)n1,-6&-2,-7&0,·
CNC(=O)[C@@]1(OCc2cccc(C)c2)CC(OCC(=O)OC)[C@@H]2OC(C)(C)O[C@@H]2C1 (some centres not stated),1,1,-3
CCC(Oc1ccc2c(c1)C(c1ccccc1)N(C(=O)C(C)C)CC2)C(=O)NCc1cccnc1 (configuration not stated),-2,·,-4
O=C(CN(CCO)CC1CC1)N1CCN(Cc2cccs2)CC1,-8,4,·
COCCN1C(=O)c2n[nH]c(-c3ccco3)c2C1c1ccc(O)cc1 (configuration not stated),-1,-2,·
Cc1oc(-c2ccc(C(F)(F)F)cc2)nc1CN(CCO)Cc1ccccc1,5,-4,·
CCNC(=S)N(Cc1ccco1)Cc1c(-c2ccc(F)cc2)noc1N1CCOCC1,-7,·,-12
O=C(Cn1cnc([N+](=O)[O-])n1)Nc1c(F)cc(F)cc1Br,-6,-7,-7
O=C(Cn1c(CO)cnc1SCc1ccccc1Cl)NC1CCCC1,-5,7,·
Cc1nc2scc(C)n2c(=O)c1S(=O)(=O)N1CCN(C(=O)c2ccco2)CC1,1,-4,·
COCCNC(=O)c1cccc(Nc2c(Oc3ccccc3)cnn(Cc3ccccc3)c2=O)c1,-1,4,-3
CC1(CCc2c[nH]c3ccccc23)NCCc2[nH]cnc21 (configuration not stated),-9,17,·
# (list continues)
SMILES,hcGAS lum,NPYLR7 agonist,mcGAS inh
N#CCNC(=O)c1ccc(-c2ccc(OC(F)F)cc2)s1,-1,-5,-8
CCCCN(C=O)c1c(CC)nc2c(OCc3ccccc3C)cccn12,-4,2,-2
COc1ccc(NCC2(c3ccnc(-c4ccnn4C)c3)CC2)cc1,-9,-3,-7
Cc1ccc2oc(CN(C(=O)c3cccc(Cl)c3)C(C)C)nc2c1,23,2,-6
O=c1oc2cc(O)ccc2cc1-c1nnc(Nc2ccc(Oc3ccc(Cl)cc3)cc2)s1,-9,0,-4
CN(CCc1noc(C2CCCCC2)n1)C(=O)NC12CC3CC(CC(C3)C1)C2,-7,·,-3
O=C(CCc1c[nH]c2ccccc12)NC[C@@H]1CCNC[C@H]1O,-3,0,-17
COc1cccc(CN(Cc2cccc(C(F)(F)F)c2)Cc2nc(C(=O)NCc3cccnc3)co2)c1,-6,·,-7
COc1ccc(NC(=O)CSc2nc3[nH]ncc3c(=O)[nH]2)cc1OC,-4,-3,·
Cc1c(CN2CCC3(CC2)C(=O)N(Cc2ccccn2)C(=O)N3Cc2ccccc2)cnn1C,-9,9,-16
CN1C(=O)C(CC(=O)NCc2nccs2)(Cc2ccccc2)c2ccccc21 (configuration not stated),-5,6,-11
Cc1nc(C(F)(F)F)nc(-c2cccc3[nH]ccc23)c1C,1,22,·
Cc1cc(C)n(-c2cc(NCCNS(=O)(=O)c3ccc4c(c3)OCCO4)nc(C)n2)n1,-3,-10,-8
O=S(=O)(Nc1cc(Cl)ccc1Cl)c1ccc(Cl)cc1,-8,3,-6
COc1cc(OC)cc(-c2nn(-c3cc(C)ccc3C)c(OC(C)=O)c2-c2ccc(NC(=O)C3CCCC3)cc2)c1,-8,4,-4
Cc1c(Cl)c(C(F)(F)F)nn1CC(=O)NCc1ccco1,-3,4,-5
CC1CCN(C(=O)c2ccc(OCC3CCCO3)c(Br)c2)CC1 (configuration not stated),-2,4,·
Fc1ccc(-n2cccn2)c(CNCc2cccnc2N2CCOCC2)c1,-2,0,·
CC(NC(=O)c1cc(COc2ccccc2)on1)c1nccs1 (configuration not stated),-6,-4,-3
O=C(NCc1ccco1)C(C1CCCC1)N1CCN(C(=O)c2cccc(Br)c2)CC1 (configuration not stated),3,-4,·
CCCCN1CC(c2nc3ccccc3n2Cc2ccc(Br)cc2)CC1=O (configuration not stated),-14,-1,-3
Cc1ccc(C(=O)Nc2ccc(N3CCC(NCCc4ccco4)CC3)cc2)c(C)c1,-5,29,-6
Cc1cccc(OCCSc2ccc(S(=O)(=O)N3CCOCC3)cn2)c1,-12,15,·
CCCCN(C=O)c1c(CC)nc2c(OCCOC)cccn12,2,-3,-2
CCOC(=O)c1ccc(CSc2ncccc2C(=O)N(C)C)o1,-15,12,·
# Continuation:
SMILES,hcGAS lum,NPYLR7 agonist,mcGAS inh
O=C(NCCF)c1cncn1-c1ccc(-c2cc(C(F)(F)F)cc(C(F)(F)F)c2)cc1,-3,27,-7
Cc1cc(-c2c(-c3ccccc3)ncn2CCN2CCCOC2=O)n[nH]1,-5,-4,·
c1ccc2c(c1)nnn2-c1cnccn1,27,-4,·
COC(=O)c1c(C)[nH]c(C(=O)O)c1C,-2,-2,·
Cc1cc(OCC2CN(C(=O)CCc3ccco3)CCO2)ccc1Cl (configuration not stated),-7,22,-9
CNCC(=O)N1CC(Oc2cccc(C)c2)C1,-5,2,-12
CC(C)C(NS(=O)(=O)c1ccccc1)C(=O)N1CCN(c2ccccc2Cl)CC1 (configuration not stated),3,-14,·
O=C(NCC(=O)N1CCN(S(=O)(=O)c2ccccc2)CC1)C1CCCCC1,-6,-10,-10
COc1nc(-c2ccc(C)cc2)n(-c2ccc(NC(=O)c3c(OC)cccc3OC)cc2)n1,5,-2,1

# Compound profiles, from the list above. Values in the order: hcGAS lum | NPYLR7 agonist | mcGAS inh
# Entry for CC(NC(=O)c1ccco1)c1nc2ccccc2n1CCCCOc1ccccc1 (configuration not stated) → -7 | -10 | ·
# Entry for CN1C(=O)C(CC(=O)NCc2nccs2)(Cc2ccccc2)c2ccccc21 (configuration not stated) → -5 | 6 | -11

# 4 entries from above, field by field.
> Cc1cc(-c2c(-c3ccccc3)ncn2CCN2CCCOC2=O)n[nH]1
- hcGAS lum: -5
- NPYLR7 agonist: -4
- mcGAS inh: ·

> O=C(NCCF)c1cncn1-c1ccc(-c2cc(C(F)(F)F)cc(C(F)(F)F)c2)cc1
- hcGAS lum: -3
- NPYLR7 agonist: 27
- mcGAS inh: -7

> c1ccc2c(c1)nnn2-c1cnccn1
- hcGAS lum: 27
- NPYLR7 agonist: -4
- mcGAS inh: ·

> COc1nc(-c2ccc(C)cc2)n(-c2ccc(NC(=O)c3c(OC)cccc3OC)cc2)n1
- hcGAS lum: 5
- NPYLR7 agonist: -2
- mcGAS inh: 1

# A second format for some results above:
COc1cc2c(cc1OC)CN(S(=O)(=O)c1ccc(OC)c(N3CCN(S(=O)(=O)c4ccc(F)cc4F)CC3)c1)CC2
  hcGAS lum = -3
  NPYLR7 agonist = 19
  mcGAS inh = -5

COc1cccc(CN(Cc2cccc(C(F)(F)F)c2)Cc2nc(C(=O)NCc3cccnc3)co2)c1
  hcGAS lum = -6
  NPYLR7 agonist = ·
  mcGAS inh = -7

COc1nc(-c2ccc(C)cc2)n(-c2ccc(NC(=O)c3c(OC)cccc3OC)cc2)n1
  hcGAS lum = 5
  NPYLR7 agonist = -2
  mcGAS inh = 1

COc1ccc(/C=C/C(=O)NC(C)c2cnn(-c3ccccc3C)c2C)cc1OC (configuration not stated)
  hcGAS lum = -8&-10
  NPYLR7 agonist = -3&2
  mcGAS inh = -10
